# CRFBP-R2 agonist: agonists of human CRF-binding protein/CRF-R2 receptor complex. HEK293 CRF-R2/CRF-BP, calcium dye fluorescence (FLIPR); percent of saturating CRF peptide response. activation, % at 13.2 µM. 350,000 tested, 0.46% active;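 active means activation of at least 50%, plus an integration ratio under a set limit after plate pattern correction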;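 further: plate controls were neutral control wells without compound for no effect and CRF at EC100 for full effect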
# M1 PAM parental: nonselective activator or artifact in parental CHO-K1 calcium assay; ATP EC20, Fluo-8 calcium fluorescence; 0% at ATP EC20, 100% at ATP max; activation, % at 3 µM; 360,000 tested, 0.02% active;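 active means activation above the run cutoff, the mean activation of all test compounds plus 3 SD, cut at about 40% in these data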;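 further: peak over basal fluorescence ratio in a 140 s read after ATP addition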
# CRFBP-R2 block: blocks CRF-induced signaling of the CRF-BP/CRF-R2 complex; inhibition, % at 11.8 µM; 350,000 tested, 0.59% active; HEK293 CRF-R2/CRF-BP, CRF-induced calcium fluorescence;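 active means inhibition of the ligand-induced calcium signal above about 50% at the single tested concentration, limit read from the data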
# TAAR1 antagonist: human TAAR1 antagonism; inhibition, % at 3 µM; CHO RD-HGA16 TAAR1, Fluo-8 calcium fluorescence, antagonist; AID 624466; 360,000 tested, 1.5% active; Q96RJ0;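 active means inhibition above a per-plate cutoff, the mean inhibition of test compounds on that plate plus 3 SD, cut at about 49% in these data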;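 further: 0% = DMSO plus EC80 beta-PEA response and 100% = DMSO alone without agonist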
# Target sequence (Q96RJ0 whole entry, looked up): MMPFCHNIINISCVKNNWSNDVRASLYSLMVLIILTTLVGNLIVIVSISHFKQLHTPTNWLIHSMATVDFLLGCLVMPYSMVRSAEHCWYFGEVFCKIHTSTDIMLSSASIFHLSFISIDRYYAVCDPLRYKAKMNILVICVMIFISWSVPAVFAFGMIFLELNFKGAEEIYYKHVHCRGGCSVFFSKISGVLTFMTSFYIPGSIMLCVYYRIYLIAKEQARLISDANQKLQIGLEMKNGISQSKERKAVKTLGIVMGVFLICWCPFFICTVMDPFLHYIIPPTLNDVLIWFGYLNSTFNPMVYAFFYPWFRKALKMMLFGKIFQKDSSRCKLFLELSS
#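 Test system: RD-HGA16 CHO cells with stable hTAAR1 and Gα16 / Probe or stimulus: EC80 β-phenethylamine stimulus / Times: seeding 17-24 h prior, 75-min 37 °C, 30-min RT dye loading / Detection: Fluo-8 calcium-sensitive fluorescence / Read-out basis: % inhibition scaled between DMSO and EC80 PEA controls / Repeats: singlicate, one well per test compound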
# TAAR1 ag: human TAAR1 agonism. activation, % at 3 µM. Q96RJ0. CHO RD-HGA16 TAAR1, Fluo-8 calcium fluorescence; vehicle wells 0%, saturating PEA agonist 100%. 360,000 tested, 0.99% active;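 active means activation above the mean activation of all test compounds in the run plus 3 SD, cut at about 38% in these data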
#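 System: CHO RD-HGA16 cells carrying human TAAR1 plus Gα16; Incubation: 17-24 h seeding, 75 min 37 °C dye, 30 min RT; Measured by: Fluo-8 fluorescence, 5 s baseline then 140 s kinetic read; Control set: DMSO and PEA EC100; Replication: single well for each compound.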
# CHRM5 antagonist: blocks acetylcholine activation of human M5 receptor; P08912; CHO-hM5 cells, Fluo-8 calcium fluorescence, ACh EC80; inhibition, % at 3 µM; 360,000 tested, 0.59% active; AID 624040;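 active means inhibition above a per-plate cutoff, the mean of that plate's test compounds plus 3 SD, cut at about 27% in these data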;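 further: 0% = acetylcholine EC80 with DMSO and 100% = DMSO without agonist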
# Target sequence (P08912 whole entry, looked up): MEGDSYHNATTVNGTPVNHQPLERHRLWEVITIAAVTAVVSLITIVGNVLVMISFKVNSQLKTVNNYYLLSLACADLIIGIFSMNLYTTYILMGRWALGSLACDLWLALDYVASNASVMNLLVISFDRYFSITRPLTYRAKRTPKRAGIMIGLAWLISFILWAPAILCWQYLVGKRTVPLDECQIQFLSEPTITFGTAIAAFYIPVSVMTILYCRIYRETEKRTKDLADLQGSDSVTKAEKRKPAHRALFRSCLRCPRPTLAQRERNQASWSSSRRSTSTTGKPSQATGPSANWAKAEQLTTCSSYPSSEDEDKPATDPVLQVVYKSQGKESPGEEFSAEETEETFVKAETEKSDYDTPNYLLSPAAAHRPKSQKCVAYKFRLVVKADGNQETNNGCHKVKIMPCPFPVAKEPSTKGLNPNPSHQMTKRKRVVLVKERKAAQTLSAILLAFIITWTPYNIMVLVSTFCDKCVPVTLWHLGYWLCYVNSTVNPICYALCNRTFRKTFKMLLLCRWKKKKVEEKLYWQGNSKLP
# M5 ag: agonists of human muscarinic M5 receptor (CHRM5). 360,000 tested, 0.19% active. P08912. activation, % at 3 µM. AID 624037. CHO-K1 hM5 cells, Fluo-8 calcium fluorescence; 0% DMSO wells, 100% maximal acetylcholine response;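 active means activation above the run's mean over test compounds plus 3 SD, cut at about 23% in these data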;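 further: signal is peak over basal fluorescence ratio across the kinetic read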
# M5 PAM: CHRM5 positive allosteric modulation; activation, % at 3 µM; P08912; CHO-K1 hM5, Fluo-8 calcium, ACh EC20 PAM; 0% = ACh EC20, 100% = ACh EC100; 360,000 tested, 0.3% active; AID 624038;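 active means activation above the run cutoff, the mean activation of all test compounds plus 3 SD, cut at about 18% in these data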
#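 Measured by: Fluo-8 calcium fluorescence; material: human M5 receptor in CHO-K1 cells; schedule: Post-acetylcholine fluorescence recording 140 s; benchmarks: low control EC20 acetylcholine (0%), high control EC100 acetylcholine (100%); read-out: Max/basal fluorescence ratio as % of EC20–EC100 ACh window; compound: single dose, 3 µM nominal final test concentration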
# CHRM4 PAM: positive allosteric modulators of human muscarinic M4 receptor; P08173; CHO-K1 hM4/Gqi5, Fluo-8 calcium fluorescence, ACh EC20; 0% = ACh EC20, 100% = maximal ACh; activation, % at 3 µM; 360,000 tested, 0.4% active;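 active means activation above its plate's cutoff, the mean activation of sample wells plus 3 SD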; further: some results filed as inactive read as strong as hits
# The depositor's hits bear a star; . = no result given.
SMILES,CRFBP-R2 agonist,M1 PAM parental,CRFBP-R2 block,TAAR1 antagonist,TAAR1 ag,CHRM5 antagonist,M5 ag,M5 PAM,CHRM4 PAM
CN(Cc1ccccc1)C(=O)[C@@H]1CCCN1,.,17,.,-6,0,-1,1,1,3
O=C(CC(c1cccs1)S(=O)(=O)c1ccccc1)c1ccc(F)cc1 (centres undefined),-0.3,13,-7,5,1,-11,-1,12,13
O=c1[nH]c(=O)n([C@H]2C[C@H](O)[C@@H](CO)O2)cc1C(F)(F)F,1.5,25,1,-8,1,4,1,-3,-1
Nc1ccc(S(=O)(=O)Nc2ncccn2)cc1,-2.9,15,-13,-21,1,4,0,-1,3
CC(O)c1nc2ccc(Cc3ccc4nc(C(C)O)[nH]c4c3)cc2[nH]1 (centres undefined),-2.3,12,9,-1,6,-7,-1,4,8
CC(=O)N1c2ccc(S(=O)(=O)NCCC(=O)NCCc3cccc(C)c3)cc2CC1C (centres undefined),-0.7,7,13,-4,9,8,-2,-7,1
COc1ccc(-c2cc(=O)oc3cc(O)ccc23)cc1,-1.1,-11,12,0,3,16,-2,-2,-1
Cc1cc(C)n(-c2nc(SCC(=O)O)c3c4c(sc3n2)COC(C)(C)C4)n1,0.4,8,-14,-13,-1,-1,-2,-1,10
N#CCCN(NC(=O)OCc1ccccc1)C(=O)OCc1ccccc1,-4.1,-6,-10,-17,2,-11,-3,4,1
C[C@H](CO)N1C[C@H](C)[C@@H](CN(C)S(=O)(=O)c2ccccc2)Oc2c(cccc2N(C)C)C1=O,0.2,10,-5,15,8,12,-1,-1,-2
O=C1CCCc2c1cnc1ncnn21,3.1,19,-3,2,1,-1,-1,7,-1
C[C@H](NC(=O)c1nc[nH]c1C(=O)N[C@@H](CCCCNC(=O)OC(C)(C)C)C(=O)OC(C)(C)C)C(=O)OCc1ccccc1,-0.5,-1,21,16,1,5,-5,0,8
Cc1ccc(N2CC(C(=O)Nc3ccc4c(c3)OCCO4)CC2=O)cc1 (centres undefined),-0.8,2,15,-28,2,0,-1,-7,6
Cc1ccccc1CN1CCNC(=O)C1CC(=O)N(C)CCC1CCOCC1 (centres undefined),0.9,-10,-4,-14,1,5,-5,-4,1
Cc1cc(-n2c(C)cc(C(=O)COc3ccc([N+](=O)[O-])cc3)c2C)no1,-0.7,10,4,10,7,-8,-4,2,-2
Cc1ccc2[nH]cc(CCNC(=O)CN3C(=O)c4ccccc4C3=O)c2c1,0.4,23,-4,-5,2,0,1,-1,2
Cc1cc(C)cc(NC(=O)CN2C(=O)NC(Cc3c[nH]c4ccccc34)C2=O)c1 (centres undefined),-0.1,5,-38,8,3,11,1,1,0
O=C(Cn1[nH]c(=O)c2ccccc2c1=O)OCC(=O)c1ccc(Br)cc1,0.5,-11,9,-21,6,-6,4,6,1
OC[C@H]1O[C@@H](n2cnc3c(NC4CCCC4)nc(Cl)nc32)[C@H](O)[C@@H]1O,0.1,5,29,9,-1,2,-1,-4,5
Cc1csc(SCC(=O)Nc2ccc(Cl)cn2)n1,-3.7,2,16,10,6,-1,-12,2,-3
Cc1cnc(N=Nc2ccccc2)[nH]1,-2.3,9,-7,-5,0,4,1,-2,7
Cc1ccc(C2C3=C(CC(C)(C)CC3=O)N=C3c4ccccc4C(=O)C32)cc1 (centres undefined),1.4,3,-53,-7,-1,-2,0,-10,-9
COc1ccc(C(=O)NCc2nnc(SCC(=O)Nc3nc4ccccc4s3)o2)cc1OC,4.6,-5,23,-5,0,2,-1,-2,10
COc1cc(/C=N/Nc2cccc(C)c2)ccc1OC(=O)c1cccs1,-5.4,20,27,-24,-2,-3,-2,3,-1
CCC(C)(C)n1nnnc1C(c1ccc2ncccc2c1)N1CCN(Cc2ccc3c(c2)OCO3)CC1 (centres undefined),-1.4,-11,-19,-9,0,-6,-3,1,3
SMILES,CRFBP-R2 agonist,M1 PAM parental,CRFBP-R2 block,TAAR1 antagonist,TAAR1 ag,CHRM5 antagonist,M5 ag,M5 PAM,CHRM4 PAM
COC(=O)CN1C(=O)COc2ccc(S(=O)(=O)N3CCOCC3)cc21,0.6,-2,11,-8,2,-4,-4,-1,1
CC(C)c1nnc(NC(=O)C2CCN(c3nc4ccccc4s3)CC2)s1,0.5,16,-39,-2,2,2,1,1,-1
Cn1c(=O)[nH]c2cc(Cl)cnc21,6.5,-4,0,-2,2,-1,-2,1,1
O=C(Cc1cccc2ccccc12)Nc1ccc(Br)cc1C(=O)O,-1.6,22,24,-3,1,12,-3,12,-1
CCc1ccccc1NC(=O)N[C@@H](C)C(=O)O,0.1,4,6,19,0,-11,3,0,-2
CCc1c(C)nc2ncnn2c1NCCc1ccc(OC)cc1,0.5,-10,-7,12,9,14,13,-21,-6
O=C(CSc1nccc(=O)[nH]1)Nc1ccc(Oc2ccccc2)cc1,-0.9,-20,6,-3,9,5,2,5,-6
Cc1ccc(C2=NS(=O)(=O)N(C)C(C(=O)NCc3ccco3)=C2)cc1,1.1,19,8,-10,2,-2,0,-1,4
Cc1ccccc1S(=O)(=O)Nc1cccnc1,0.3,0,-24,2,2,9,-9,-10,2
COc1ccc2c(c1)CCCC(Br)C2=O (centres undefined),-1.6,13,11,-17,0,-7,2,10,3
O=C(N/N=C/c1ccc2c(c1)OCO2)c1cc(-c2ccco2)nc2ccccc12,-2.8,9,3,19,2,5,1,1,-3
CC(C)c1ccc(/C=c2\sc3n(c2=O)C(N)=C(C#N)C(c2ccc(C(C)C)cc2)C=3C(N)=O)cc1 (centres undefined),-2.3,9,22,-17,5,0,3,10,16
CC1(C(=O)N2Cc3ccccc3C2)CCN1C(=O)C1(c2ccccc2)CC1 (centres undefined),.,7,.,-12,1,2,-1,-7,0
Cc1[nH]c2ccccc2c1/C=N/Nc1ccccc1[N+](=O)[O-],-0.3,-6,5,-34,-2,4,-1,5,0
CCCOC(=O)c1ccc(N2C(=O)c3ccccc3C2=O)cc1,1.4,20,0,-31,-1,-7,-5,6,0
O=C1NC2(CCCC2)C(=O)N1Cc1cc(=O)n2ccsc2n1,3.9,.,-9,-1,-1,.,.,.,.
Cc1ccc(C(C)C)c(OCC(=O)NN=C2CCCC2)c1,0.5,14,-3,10,1,-11,-2,4,0
O=C(NC(=S)Nc1ccc(CN2CCOCC2)cc1)c1ccc(-c2cccc(Cl)c2)o1,0.6,10,-19,46,3,2,-5,-10,-14
NS(=O)(=O)c1ccc(CCNC(=O)CCc2nc3sc4c(c3c(=O)[nH]2)CCCC4)cc1,1.9,6,15,-5,1,5,-2,-4,-1
CN1CCN(c2ccccc2NC(=O)c2ccc(-c3cccc([N+](=O)[O-])c3)o2)CC1,-1.6,-4,-18,27,7,2,-4,-1,-4
O=C(Nc1ccccc1-c1nc2ccccc2s1)C1=COCCO1,-0.3,25,-14,-3,2,-7,0,1,7
Cc1ccn(CCC(=O)N2CCCC(CCC(=O)NCc3ccc(F)c(F)c3)C2)n1 (centres undefined),2.7,24,6,9,2,-4,-2,3,1
CCOC(=O)c1c(C)oc2cc(Br)c(OC(C)C(=O)OCC)cc12 (centres undefined),-1.2,13,1,21,14,5,-1,-2,-6
Cc1nn(C)cc1/C=N/O,0.1,13,1,-1,5,7,-1,-10,1
O=C(NC(=S)Nc1ccc(Cl)c(C(=O)O)c1)c1cncc(Br)c1,0.7,-5,1,-8,0,0,-3,0,0
SMILES,CRFBP-R2 agonist,M1 PAM parental,CRFBP-R2 block,TAAR1 antagonist,TAAR1 ag,CHRM5 antagonist,M5 ag,M5 PAM,CHRM4 PAM
Cc1ccc(-c2c(C#N)c(N)n(-c3ccccc3)c(=O)c2C#N)cc1,-2.1,15,-10,1,9,-17,5,-5,-1
CC(C)(C)C(=O)NCCCNc1ccc([N+](=O)[O-])cc1,-1.0,7,4,-9,2,5,4,-7,-6
O=C(Nc1ccc(Cc2ccncc2)cc1)C1CCC(N2C(=O)C3C4C=CC(C4)C3C2=O)CC1 (centres undefined),1.2,-1,-17,47,31,8,7,-22,-6
Fc1ccc(/C=N/N2CCOCC2)c(F)c1,-0.3,7,18,5,0,-4,1,0,-1
O=C(c1cccc(S(=O)(=O)N2CCN(c3ccc(F)cc3)CC2)c1)N1CCCC(C(F)(F)F)C1 (centres undefined),-0.2,-26,-2,-6,0,10,0,-20,-11
Cc1c(Cc2ccc3c(c2)OCO3)sc(NC(=O)c2ccccc2)c1C(N)=O,-5.5,17,3,-22,3,-1,2,-4,2
CCC(=O)N(Cc1cc2ccccc2[nH]c1=O)c1ccc(OC)cc1,-0.1,-12,12,8,10,2,1,-5,7
COc1ccccc1N(CC(=O)NCCSC(C)(C)C)S(C)(=O)=O,5.2,5,12,-13,7,0,0,4,11
CC(Sc1ncc(C(F)(F)F)cc1Cl)C(=O)NCC1CCCO1 (centres undefined),-9.2,15,11,-17,7,14,-4,1,-1
Oc1ccc(Nc2nc(Cl)nc(NCc3ccco3)n2)cc1,-0.1,2,-6,-5,-1,-3,0,10,-2
O=C(COc1ccc2c(c1)oc(=O)c1ccccc12)N[C@@H](Cc1ccccc1)C(=O)O,1.1,-16,10,-9,0,4,1,-4,5
CCCCCC(=O)N1CC2(CC(c3cccc(NC(=O)COc4ccc(Cl)cc4)c3)=NO2)C[C@@H]1C(N)=O (some centres undefined),-0.8,-14,4,42,4,12,-1,-5,10
O=C(O)c1ccc(CN2C[C@@H](CO)O[C@@H](n3cnc4c(N5CCOCC5)ncnc43)C2)cc1,.,-3,.,-6,1,12,-1,-3,4
CC1=C(C(=O)N(C)C)CC(CC(=O)NCCc2ccccn2)C(=O)N1CCCN1CCCC1=O (centres undefined),1.8,5,12,-9,49*,5,-1,-1,4
CCCCn1c(=O)[nH]c(=O)c2c1nc(-c1ccncc1)n2CCOC,0.4,15,9,7,13,7,1,-5,-1
COc1ccc2ccccc2c1C1CC(=O)N2CN(C)CSC2=C1C#N (centres undefined),-1.2,12,-11,-1,8,4,0,-2,0

# Reformatted with each value named: 3 of the compounds above
> O=C(Nc1ccc(Cc2ccncc2)cc1)C1CCC(N2C(=O)C3C4C=CC(C4)C3C2=O)CC1 (centres undefined)
  CRFBP-R2 agonist: 1.2
  M1 PAM parental: -1
  CRFBP-R2 block: -17
  TAAR1 antagonist: 47
  TAAR1 ag: 31
  CHRM5 antagonist: 8
  M5 ag: 7
  M5 PAM: -22
  CHRM4 PAM: -6

> CC(Sc1ncc(C(F)(F)F)cc1Cl)C(=O)NCC1CCCO1 (centres undefined)
  CRFBP-R2 agonist: -9.2
  M1 PAM parental: 15
  CRFBP-R2 block: 11
  TAAR1 antagonist: -17
  TAAR1 ag: 7
  CHRM5 antagonist: 14
  M5 ag: -4
  M5 PAM: 1
  CHRM4 PAM: -1

> CC(C)(C)C(=O)NCCCNc1ccc([N+](=O)[O-])cc1
  CRFBP-R2 agonist: -1.0
  M1 PAM parental: 7
  CRFBP-R2 block: 4
  TAAR1 antagonist: -9
  TAAR1 ag: 2
  CHRM5 antagonist: 5
  M5 ag: 4
  M5 PAM: -7
  CHRM4 PAM: -6

# High-throughput results deposited in PubChem BioAssay by several laboratories.
